Screens (PubChem BioAssay)
Sm TGR block: qHTS Assay for the Inhibitors of Schistosoma Mansoni Peroxiredoxins | AID 485364, 2010 | purified TGR, DTNB reduction, TNB absorbance 405 nm | hit rate 3% among 360,000 | Potency, µM (doses to about 114 µM), for the others: at the highest dose activity change, negative = inhibition, most hits filed as inhibitors | Schistosoma mansoni thioredoxin glutathione reductase (TGR), Q962Y6; further: potency means the concentration at half of the fitted maximal effect; nearly all actives have a fitted effect of over 60% in size
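First, TGR (20 nM dispensed) and NADPH were mixed with compound. Second, a 15 min room-temperature incubation followed. Third, further NADPH and then DTNB were added to start the reaction. Finally, TNB absorbance was monitored kinetically.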
AmpC no deterg: qHTS Inhibitors of AmpC Beta-Lactamase (assay without detergent); AmpC nitrocefin hydrolysis, absorbance 480 nm, 0.0001% Triton; AID 485341, 2010; Potency, µM (titrated, usually from 57.1 µM), for the others: at the highest dose activity change, negative = inhibition, usual class: inhibitors; hit rate 0.52% among 330,000;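 further: potency means the concentration at half of the fitted maximal effect; plate controls were no compound for no effect and no enzyme for full effect; nearly all actives have a fitted effect of over 20% in size; some results filed as inactive show a strong effect at the top dose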
Target sequence (P00811 whole entry, looked up): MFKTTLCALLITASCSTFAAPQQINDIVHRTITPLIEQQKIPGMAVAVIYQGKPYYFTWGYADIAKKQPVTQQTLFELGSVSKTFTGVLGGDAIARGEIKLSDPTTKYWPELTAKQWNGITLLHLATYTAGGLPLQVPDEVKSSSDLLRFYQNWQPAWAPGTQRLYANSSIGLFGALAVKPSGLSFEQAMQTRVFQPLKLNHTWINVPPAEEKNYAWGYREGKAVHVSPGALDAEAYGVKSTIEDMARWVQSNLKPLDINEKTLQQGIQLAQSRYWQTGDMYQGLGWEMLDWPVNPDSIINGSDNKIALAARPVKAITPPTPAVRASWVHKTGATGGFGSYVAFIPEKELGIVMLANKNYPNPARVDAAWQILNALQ
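20 mM phosphate pH 7.0 + 0.01% (detergent screen) or 0.0001% Triton X-100; 5.3 nM AmpC reagent; cpd preinc 15 min RT; nitrocefin (800 uM stock) to start; A480 q20 s × 4 min; Activity was normalised to no-enzyme and no-compound control wells.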
AmpC detergent: qHTS Inhibitors of AmpC Beta-Lactamase (assay with detergent); P00811; AmpC hydrolysis of nitrocefin, absorbance 480 nm, 0.01% Triton; Potency, µM (series often up to 114 µM), for the others: at the top dose activity change, negative = inhibition, actives largely listed as inhibitors; hit rate 0.041% among 370,000; AID 485294, 2010;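 further: potency means the concentration at half of the fitted maximal effect; 0% = no-compound wells and -100% = no-enzyme wells; nearly all actives have a fitted effect of over 25% in size; some results filed as inactive show a strong effect at the top dose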
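20 mM phosphate pH 7.0 + 0.01% (detergent screen) or 0.0001% Triton X-100; 5.3 nM AmpC reagent; cpd preinc 15 min RT; nitrocefin (800 uM stock) to start; A480 q20 s × 4 min; Activity was normalised to no-enzyme and no-compound control wells.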
FBPA Giardia inh: qHTS Assay for Inhibitors of Fructose-1,6-bisphosphate Aldolase from Giardia Lamblia. A8B2U2. purified Giardia FBPA. Potency, µM (series often up to 59.6 µM), for the others: top-dose activity, negative = inhibition, most hits filed as inhibitors. hit rate 0.71% among 290,000. AID 2451, 2010; further: potency means the concentration at half of the fitted maximal effect; nearly all actives have a fitted effect of over 55% in size
Target sequence (A8B2U2 whole entry, looked up): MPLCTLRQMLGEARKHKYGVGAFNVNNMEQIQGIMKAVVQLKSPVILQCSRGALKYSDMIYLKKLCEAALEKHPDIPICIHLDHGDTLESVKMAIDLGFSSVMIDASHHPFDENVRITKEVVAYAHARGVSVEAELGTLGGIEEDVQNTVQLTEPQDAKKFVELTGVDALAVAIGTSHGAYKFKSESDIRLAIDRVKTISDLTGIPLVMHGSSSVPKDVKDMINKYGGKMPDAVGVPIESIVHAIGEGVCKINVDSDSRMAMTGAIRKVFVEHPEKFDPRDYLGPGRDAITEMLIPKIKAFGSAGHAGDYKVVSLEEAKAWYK
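40 nM FBPA preincubated 10 min at RT with compound (up to 57.5 uM final), then substrate plus GAPDH/TPI/NAD/arsenate coupling and diaphorase/resazurin added. Fluorescence read after 20 min at RT, 525/598 nm.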
AMA1-RON2 inh: qHTS for Inhibitors of AMA1-RON; Towards Development of Antimalarial Drug Lead: Primary Screen; hit rate 0.2% among 360,000; Potency, µM (series often up to 58.2 µM), without a hit: top-dose activity change, negative = inhibition, hits mostly inhibitors; AlphaScreen AMA1-biotinylated RON2 peptide binding;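 further: potency means the concentration at half of the fitted maximal effect; 0% = vehicle wells and -100% = peptide control; nearly all actives have a fitted effect of over 45% in size; some results filed as inactive show a strong effect at the top dose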
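AMA1 (3D7) with his tag at 25 nM final met compounds first, then biotinylated RON2 peptide at 25 nM; detection used donor plus acceptor beads, 10 µg/mL apiece, read by AlphaScreen after 30 min at room temperature.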
HCMV inh: qHTS Assay for inhibitors of the human cytomegalovirus (HCMV); HFF cells, HCMV-luciferase reporter, 72 h; stronger effect = lower value; AID 1259415, 2018; activity change, negative = inhibition, % at 57.5 µM; hit rate 4.5% among 410,000; in the data active means activity change below about -60%; inconclusive means no clear call, values can overlap the other calls; inactive means above about -39%
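Human foreskin fibroblasts infected with luciferase-reporter HCMV at MOI 1 PFU/cell, compounds at two doses. Luciferase measured 72 h post infection; normalized to buffer-only basal and Salinomycin (10uM) controls.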
Active calls of the source: *; ? = inconclusive; · = no result given; & = joins results of further samples; [ ] = dose if it differs, or a comment. Unless noted, the call rests on the fitted dose curve; in most records, active means well fitted curve in the direction sought with a large enough effect; inconclusive means small, poorly fitted or top-dose-only effect, or another doubt; inactive means no such curve, though single readings can be large; an effect the other way counts as inactive or inconclusive. Unless noted, on the % scale 0 is the no-effect control and ±100 the full control effect. Rows are unselected. Share with any hit: about 7.8%.

SMILES	Sm TGR block	AmpC no deterg	AmpC detergent	FBPA Giardia inh	AMA1-RON2 inh	HCMV inh
COc1ccccc1-c1nn2c(-c3ccc(C(C)(C)C)cc3)nnc2s1	3%	25%	-12%	-4%	·	·
CCCCSP1(=S)NCCCN1	-8%	-10%	?	0%	3%	-13
COc1ccc(-c2sc3cc(OC)c(OC)cc3c2C#CCO)cc1	·	45%	·	·	?	3
CN(Cc1ccccc1F)C(=O)c1sccc1-c1ccccc1	2%	12%	3%	·	-10%	-28
CCC(=O)Nc1nc(CC(=O)Nc2ccccc2)cs1	13%	-19%	-3%	11%	-7%	?
Cc1cc(Oc2ccc(=O)[nH]n2)nc(Cl)n1	5%	-17%	-1%	4%	0%	?
Nc1cc(N2CCOCC2)c(Cl)cc1[N+](=O)[O-]	0%	-15%	?	-6%	-2%	40
Cc1c(Cl)cccc1-n1ncc(C(=O)N2CCc3ccccc3C2)c1C1CCN(C(=O)OC(C)(C)C)CC1	3%	·	20%	·	·	14
CSc1nc2ccsc2c(=O)n1-c1ccccn1	-1%	-23%	-2%	8%	-2%	-9
Cc1nn2c(nc1=O)SCC(c1ccccc1)=N2	5%	-18%	1%	-3%	32%[activator]	121
Cc1cc(=O)oc(C)c1C(=O)OC(C(=O)c1ccccc1)c1ccccc1 (stereo unspecified)	-4%	-16%	-4%	-4%	-7%	25
CCN(Cc1ccccc1)Cc1c(O)ccc2oc(C)c(C(=O)Nc3ccc(C)cc3C)c12	-6%	·	0%	·	·	-12
COc1ccc(CCNC(=O)C2CCCN(c3ncccn3)C2)cc1 (stereo unspecified)	6%	-16%	6%	1%	-3%	-69*
O=S(=O)(/N=C(/Sc1ccccc1)c1ccccc1)c1ccccc1	1.8µM*	-12%	0%	8%	1%	-16
Cc1csc(NC(=O)c2cc3c(C)nn(Cc4ccccc4Cl)c3s2)n1	0%	29%	2%	0%	-13%[11.6 µM]	-16
CN(Cc1ccccc1)C(=O)c1ccccc1NC(=O)c1ccco1	-12%	4%	-5%	-3%	4%	-13
CN(C(=S)NC(=O)c1ccccc1Br)C1CCCCC1	5%	-27%	2%	-7%	51%[activator]	-11
Cc1cccc(NC(=O)C2CCN(S(=O)(=O)c3c(C)noc3/C=C/c3ccco3)CC2)c1C	-6%	·	2%	·	·	-22
COC(=O)CN(n1cnnc1)S(=O)(=O)c1ccc(C)cc1	3%	-2%	-8%	14%	-1%	1
Cc1ccc(NC(=O)CS(=O)CC(=O)NCCCN(C)c2ccccc2)cc1 (stereo unspecified)	0%	38%	-9%	-27%	-1%	68
O=C(c1ccco1)N1CCN(S(=O)(=O)c2ccc3c(c2)CCN3C(=O)C2CC2)CC1	-23%	69%[activator]	-10%	0%	0%	15
CCC1CCCCN1C(=O)CCS(=O)(=O)c1ccccc1 (stereo unspecified)	-1%	-3%	1%	·	2%	65
COC(=O)c1ccc(CN(Cc2ccc(OC)c(OC)c2)S(=O)(=O)c2ccc(F)c(C(=O)Nc3cc(C)ccc3C)c2)cc1	-1%	·	9%	·	·	-26
O=C(COc1ccc(Br)cc1Cl)NC(=S)Nc1ccccn1	-3%	-14%	-13%	?	-1%	-16
COc1ccccc1CNc1ccc(N2CCOCC2)c(C(=O)O)c1	2%	-5%	-7%	-13%	5%	31

One compound at a time, from the list above. Order of values: Sm TGR block, AmpC no deterg, AmpC detergent, FBPA Giardia inh, AMA1-RON2 inh, HCMV inh
Results for CCC(=O)Nc1nc(CC(=O)Nc2ccccc2)cs1 = 13%, -19%, -3%, 11%, -7%, ?
Results for CSc1nc2ccsc2c(=O)n1-c1ccccn1 = -1%, -23%, -2%, 8%, -2%, -9

Quoted from the listing.
For AMA1-RON2 inh, Cc1cc(Oc2ccc(=O)[nH]n2)nc(Cl)n1 is listed with 0%
For AMA1-RON2 inh, CCC(=O)Nc1nc(CC(=O)Nc2ccccc2)cs1 is listed with -7%
For AmpC no deterg, O=C(COc1ccc(Br)cc1Cl)NC(=S)Nc1ccccn1 is listed with -14%
For Sm TGR block, O=S(=O)(/N=C(/Sc1ccccc1)c1ccccc1)c1ccccc1 is listed with 1.8µM*

Next entries
SMILES	Sm TGR block	AmpC no deterg	AmpC detergent	FBPA Giardia inh	AMA1-RON2 inh	HCMV inh
CCOc1ccc(S(=O)(=O)N2CCCC(C(=O)N3CCOCC3)C2)cc1C (stereo unspecified)	6%	85%[activator]	-2%	6%	13%	-20
Cc1ccc(NC(=O)CCSc2nnc(Cc3ccccc3)o2)cc1	-18%	6%	-3%	-1%	-23%	?
O=C(C1CCN(S(=O)(=O)c2cccs2)CC1)N1CCN(c2ccccc2)CC1	1%	36%	-5%	5%	0%	-27
COc1cc(NC(=O)CCS(=O)(=O)c2ccc3c(c2)CC(=O)N3C)cc(OC)c1OC	3%	·	3%	·	·	9
CCOC(=O)c1ccccc1NC(=O)N1CCC(CN2CCOCC2)CC1	-15%	·	-2%	·	·	66
NC1=NC[C@H](CC2CCCCC2)N1CCc1cc(C(F)(F)F)cc(C(F)(F)F)c1	8%	66%[activator]	2%	3%	5%	-100*
Cc1ccc(CNC(=O)C2CCC(=O)N(CCc3cccc(F)c3)C2)cc1 (stereo unspecified)	-29%	98%[activator]	3%	·	-6%	30
Cc1ccc(C(=O)O)cc1NC(=O)Nc1cccc2ccccc12	0%	-16%	-4%	·	-5%	1
COc1ccc(NC(=O)CCS(=O)(=O)c2cc3c(cc2Cl)NC(=O)CO3)cc1OC	-12%	-19%	0%	·	4%	4
CCS(=O)(=O)c1c([N+](=O)[O-])ncn1C	0.63µM*	-24%	?	6%	2%	27
CSc1nc(NS(=O)(=O)c2cc(C)c(Cl)cc2Cl)nn1C	2%	-4%	7%	·	6%	13
CN(C)CCCN(C(=O)c1sc2ccccc2c1Cl)c1nc2c(F)cccc2s1	-9%	9%	1%	9%	-9%	-26
O=C(c1ccc(F)cc1)c1cc2ccccc2o1	-5%	-2%	-13%	0%	24%	23
CCOc1cc(C2C(C(=O)Nc3ccccc3)=C(C)Nc3ncnn32)cc(Br)c1O (stereo unspecified)	45µM*	·	1%	·	·	-6
CCOc1ccccc1Nc1ncnc2c1cnn2-c1ccccc1	8%	-6%	?	0%	8%	-4
COc1ccc(N(C(=O)c2ccco2)C(C(=O)NC2CCCC2)c2cccs2)cc1 (stereo unspecified)	0%	28%	7%	5%	9%	-69*
CCNC(=S)N(Cc1ccco1)Cc1cc2cc(OCC)ccc2[nH]c1=O	·	-10%	5%	-18%	-1%	-36
CCOCCCNC(=O)c1ccc(N(C)S(=O)(=O)c2ccc(OC)cc2)cc1	-2%	45%	2%	-1%	5%	-103*
CN(C)CCNC(=O)C(=O)NCC(c1ccc2c(c1)OCO2)N1CCN(c2ccc(F)cc2)CC1 (stereo unspecified)	-6%	76%[activator]	-9%	-7%	-4%	-6
Cc1ccc(-n2nc3c(N4CCC(C(=O)NC5CCCCC5)CC4)nnc(C)c3c2C)cc1	-5%	·	22%	·	·	-8
CCc1cccc(-n2nnc(-c3nsc(NC(=O)c4ccc(C)cc4)n3)c2C)c1	6%	·	3%	·	·	-39
COc1ccccc1N1CCN(S(=O)(=O)CCNC(=O)c2cc(=O)c3ccccc3o2)CC1	-26%&-17%	70%[activator]	-1%&21%	-11%	12%	-21&19
Cn1c(=O)n(C)c2cc(/C=N/N=C3/NC(=O)C(CC(=O)O)S3)ccc21 (stereo unspecified)	·	-18%	1%	-26%	23%	-32
Cc1ccccc1N=C(NOCc1ccc(Cl)cc1Cl)c1nonc1N	4%	-37%	-2%	-11%	-12%	-28
CC(C)(C)NC(=S)NNC(=O)c1ccc2ncccc2c1	-6%	-30%	-1%	-1%	103%[activator]	91

Additional records:
SMILES	Sm TGR block	AmpC no deterg	AmpC detergent	FBPA Giardia inh	AMA1-RON2 inh	HCMV inh
O=c1c2ccccc2ncn1-c1ccc2c(c1)OCCO2	7%	-11%	1%	-1%	8%	35
CC1Cc2ccccc2N1C(=O)C12CCC(C)(C(=O)C1)C2(C)C (stereo unspecified)	-6%	48%	-5%	5%	-2%	-24
CSc1ncc(Cl)c(C(=O)NCc2ccc3c(c2)OCO3)n1	9%	-22%	2%	-1%	42%[activator]	-7
O=C(c1cc2cc([N+](=O)[O-])ccc2oc1=O)n1cccn1	7%	-16%	5%	7%	13%	-7
Cn1nnc(NC(=S)NC(=O)Cc2ccccc2)n1	·	-29%	3%	1.6µM*	62%[activator]	16
O=C(C[C@@H]1C/C=C/CC[C@@H](Cc2ccc(F)cc2)C(=O)O[C@@H](c2ccccc2)CNC1=O)NCCO	·	213%[activator]	·	·	-4%	-11
COc1ccccc1NC(=O)C(C/C=C(\C)Cl)C(C)=O (stereo unspecified)	-2%	-6%	-10%	2%	9%	10
CN1CCc2c(sc3nc(NN)n(Cc4ccccc4)c(=O)c23)C1	-31%	23%	?	-1%	38%	?
CCc1c(C)sc(NC(=O)CCc2ccc(OC)cc2)c1C(N)=O	-4%	-9%	-3%	3%	-11%	-2
c1ccc2c(c1)[nH]c1nc(SCCN3CCOCC3)nnc12	-26%	-8%	0%	-15%	0%	61
CN(c1ccc(C(=O)NCCSCc2ccco2)cc1)S(C)(=O)=O	?	-4%	9%	-13%	1%	?
COc1cc(OC)c(-n2cc(-c3ccc(Cl)cc3)[nH]c2=O)cc1Cl	-29%	-27%	-14%	?	-8%[2.32 µM]	-2
O=C(NN=C1CCCC1)c1sc2ccccc2c1Cl	3%	-33%	-1%	-3%	0%	5
COc1ccccc1OCc1ccc(C(=O)N2CCN(C)CC2)o1	?	-11%	?	-2%	4%	9
CC1CCCCN1C(=O)c1cc(Cl)ccc1[N+](=O)[O-] (stereo unspecified)	-5%	-16%	1%	8%	5%	-38
O=C(CCCN1C(=O)/C(=C\c2cccs2)SC1=S)Nc1ccccn1	0%	-24%	-8%	-12%	-2%	-97*
Cn1c(SCC(N)=O)nnc1-c1ccccc1	0%	-7%	-4%	7%	10%	-2
O=C(CN1C(=O)CC(c2ccco2)Sc2ccccc21)NCc1ccc2c(c1)OCO2 (stereo unspecified)	-24%	-5%	-6%	11%	-11%	·
COC(=O)c1ccccc1NC1=C/C(=N\S(=O)(=O)c2ccc(C(=O)O)cc2)c2ccccc2C1=O	14µM*	-40%	-6%	1µM*	?	·
CCOc1cc(/C=N/NC(=O)c2cccnc2)ccc1OCC(=O)N(C)C	27%	-9%[11.4 µM]	?	-6%	-17%	-22
O=C(CCCn1c(=S)[nH]c2ccc(Br)cc2c1=O)NCc1ccccn1	4%	-6%	2%	-21%	73%[activator]	?
O=C(Cn1ccc2cc(S(=O)(=O)N3CCCCC3)ccc21)NCCc1ccc(Cl)cc1	-3%	·	-2%	·	·	-26
Cc1ccc(-n2ncc3c(SCC(=O)NNC(=O)C(C)C)ncnc32)cc1	10%	-16%	-5%	5%	120%[activator]	-27
COc1ccc(NC(=O)Nc2ccc(Br)c(C)c2)cc1	10%	-17%[2.29 µM]	-8%	-2%	-5%	-8
